PLCb3 inh = blocks human PLC-beta3 enzyme activity; Q01970; Purified PLC-beta3, fluorogenic substrate, fluorescence; inhibition, % at 12.2 µM; actives 0.18% (n = 370,000); AID 720704; in the data active = inhibition above about 11%;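 also: 0% = median of compound wells on plate and 100% = full blocker control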
hgDAF-12 ag = agonists of H. glycines DAF-12 nuclear receptor; HEK293 GAL4-hgDAF12 UAS-luciferase reporter, agonist luminescence; normalized to butyrate control; activation, % at 6.8 µM; actives 1.8% (n = 370,000);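 active = activation above a cutoff set at the mean of all screened compounds plus 3 SD, cut at about 10% in these data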;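 also: 0% = DMSO wells and 100% = sodium butyrate wells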
DAX1 inh-1 = NR0B1 (DAX1) inhibition. P51843. HEK293 Gal4-DAX1 luciferase reporter, luminescence. inhibition, % at 6.75 µM. actives 0.99% (n = 340,000). AID 504766;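 active = inhibition above the mean over all tested compounds plus 3 SD, cut at about 4.2% in these data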;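 also: 0% = DAX1-transfected cells with DMSO and 100% = empty-vector control cells with DMSO; inhibition shows as a rise in luminescence from relieved DAX1 repression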
Target sequence (P51843 207-470 limits assumed): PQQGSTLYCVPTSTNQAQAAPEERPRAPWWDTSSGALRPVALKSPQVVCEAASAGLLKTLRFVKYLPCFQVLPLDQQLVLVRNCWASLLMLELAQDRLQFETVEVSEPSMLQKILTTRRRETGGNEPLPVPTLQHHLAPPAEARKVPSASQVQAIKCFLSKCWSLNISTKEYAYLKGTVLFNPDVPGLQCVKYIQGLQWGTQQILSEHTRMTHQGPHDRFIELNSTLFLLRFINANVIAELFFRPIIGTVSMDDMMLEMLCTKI
PLCg1 inh = blocks human PLC-gamma1 enzyme activity. P19174. purified PLC-gamma1, fluorogenic substrate, fluorescence. inhibition, % at 12.2 µM. actives 0.84% (n = 370,000); in the data active = inhibition above about 9.5%
SMARCA2 act = SMARCA2 function activation, primary screen; MG213 cells, MMTV-luciferase reporter, dexamethasone, overnight; activation, % at 9.1 µM; actives 1% (n = 370,000); in the data active = activation above about 7.8%;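 also: 0% = vehicle wells and 100% = reference activator wells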
DAX1 inh-2 = DAX1 (NR0B1) inhibition, primary screen. HEK293T StAR-luciferase reporter, SF-1/DAX-1 repression relief. inhibition, % at 6.8 µM. actives 1.1% (n = 370,000). AID 652010;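 active = inhibition above the mean over all tested compounds plus 3 SD, cut at about 3.6% in these data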;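 also: 0% = DAX-1 cells with DMSO and 100% = cells lacking DAX-1 with DMSO; higher inhibition means more luminescence from relief of DAX-1 repression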
ssDAF-12 act = activators of S. stercoralis DAF-12 nuclear receptor. HEK293 ssDAF-12/GRIP1 lit1-tk-luc reporter, luminescence; % of 3 µM dafachronic acid response. activation, % at 6.8 µM. actives 1% (n = 370,000). AID 652126;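 active = activation above the mean over all tested compounds plus 3 SD, cut at about 0.9% in these data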;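 also: 0% = DMSO-only wells and 100% = 3 µM delta7-dafachronic acid wells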
Rev-erbA mod = modulates human Rev-erb alpha binding to DNA | activity, % at 10 µM | AID 1259318 | actives 0.79% (n = 370,000) | Rev-erbα–FITC-DNA binding, fluorescence polarization, 90 min | P20393;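 active = activity above about 14%, limit read from the data; passing the limit was not always enough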;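 also: 0% = DMSO wells with 35 nM protein and 100% = DMSO wells with 750 nM protein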
Target sequence (P20393 whole entry, looked up): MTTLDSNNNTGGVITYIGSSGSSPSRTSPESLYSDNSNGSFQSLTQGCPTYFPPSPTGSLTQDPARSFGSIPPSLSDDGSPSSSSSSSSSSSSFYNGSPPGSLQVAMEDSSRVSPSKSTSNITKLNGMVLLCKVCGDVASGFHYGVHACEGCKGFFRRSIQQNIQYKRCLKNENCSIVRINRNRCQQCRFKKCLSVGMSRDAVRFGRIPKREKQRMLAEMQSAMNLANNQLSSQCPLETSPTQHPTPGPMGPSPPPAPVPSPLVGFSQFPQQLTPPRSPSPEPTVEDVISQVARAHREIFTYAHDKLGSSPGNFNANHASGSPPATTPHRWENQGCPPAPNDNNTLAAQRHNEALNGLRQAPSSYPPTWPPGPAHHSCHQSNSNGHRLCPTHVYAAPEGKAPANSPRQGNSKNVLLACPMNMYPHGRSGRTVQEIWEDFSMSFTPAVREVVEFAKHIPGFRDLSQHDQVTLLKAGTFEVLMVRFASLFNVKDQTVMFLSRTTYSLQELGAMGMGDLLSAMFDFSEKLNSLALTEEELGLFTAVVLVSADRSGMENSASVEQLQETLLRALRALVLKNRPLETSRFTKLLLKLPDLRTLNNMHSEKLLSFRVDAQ
ADAM17 inh = inhibitors of human ADAM17; actives 0.83% (n = 370,000); inhibition, % at 6.95 µM; recombinant ADAM17, EDANS/DABCYL FRET peptide cleavage;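 active = inhibition above the mean of compounds lying between control limits plus 3 SD, set per campaign, cut at about 8.5% in these data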;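 also: 0% = DMSO-only wells as the low control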
MBD2 DNA inh = blocks human MBD2 binding to methylated DNA. Q9UBB5. TR-FRET, MBD2 binding to methylated oligonucleotide. inhibition, % at 4.4 µM. actives 0.31% (n = 370,000); in the data active = inhibition above about 13%
hcDAF-12 act = activators of H. contortus DAF-12 nuclear receptor. actives 1.4% (n = 370,000). activation, % at 6.8 µM. HEK293 hcDAF-12 lit1-tk-luc reporter, luminescence; 0% DMSO, 100% Δ7-dafachronic acid;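 active = activation above the mean of all tested compounds plus 3 SD, cut at about 5.5% in these data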;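 also: 100% = response to 3 µM Δ7-dafachronic acid high control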
Starred values were filed as active, the others as inactive; . = not tested or not shown. Compounds were not picked by outcome; overall some 7.4% were active at least once.

SMILES	PLCb3 inh	hgDAF-12 ag	DAX1 inh-1	PLCg1 inh	SMARCA2 act	DAX1 inh-2	ssDAF-12 act	Rev-erbA mod	ADAM17 inh	MBD2 DNA inh	hcDAF-12 act
N#C/C(=C\c1ccc([N+](=O)[O-])cc1)C(=O)NCCCn1ccnc1	-7	-3.6	2.9	-1	6	1.0	-0.8	-1	-2	-1	-0.9
C/C(=N/OC(=O)c1cccc(C(F)(F)F)c1)c1cnccn1	-6	0.3	-0.9	-2	1	-0.1	-1.2	1	-3	2	-0.3
COc1nccnc1NS(=O)(=O)c1ccc(NC(=S)NC(=O)/C=C/c2ccccc2)cc1	-1	-0.1	0.3	2	-5	-0.2	-1.8	-2	-5	3	-1.1
O=[N+]([O-])c1ccc(OCC(O)CN(CCO)CCO)cc1 (centres undefined)	-2	-0.1	2.2	2	0	-0.2	-1.8	-6	-4	5	-1.4
COc1cc(C(=O)Nc2ccc(S(=O)(=O)N(C)c3ccccc3)cc2)cc(OC)c1OC	0	1.6	-1.3	-2	-3	-0.7	-0.3	1	5	-1	-0.5
O=C(Cc1c(F)cccc1Cl)NCc1cccnc1	3	3.3	0.6	6	-2	0.0	-0.4	3	0	1	5.6*
O=c1sc(/C=N/Nc2ccccc2)c(Cl)n1Cc1ccccc1	-1	9.4	0.9	-2	5	-0.5	-1.4	-3	5	-3	-3.1
Cc1ccc2cccc(OCCCOc3ccccc3CO)c2n1	-6	-1.4	0.3	0	1	-0.4	-0.9	3	0	2	-0.6
Cc1ccc2oc(=O)c3cc(C(=O)N4CCN(C)CC4)sc3c2c1	-10	0.4	-0.6	1	1	-0.1	-0.1	2	-11	4	1.3
COc1ccc(OCC(=O)OCC(=O)NC2CCCC2)cc1	-3	1.7	1.5	1	-2	-0.1	-1.1	-2	-3	-6	-1.1
Cc1nc2ncnn2c(N2CCC(C(=O)NC3CCCC3)CC2)c1Cc1ccccc1	0	1.5	0.1	-1	-3	-0.6	-1.7	-3	2	-4	-1.9
c1ccc(OC2CCN(c3ncnc4sccc34)CC2)cc1	0	-5.8	.	4	.	.	-3.0	2	-1	0	-6.2
Cc1cccc(N2CCN(C(C)C(=O)N3CCc4ccccc43)CC2)c1C (centres undefined)	-4	2.2	0.3	-1	-3	-0.1	-1.1	1	-1	-3	-0.2
Cn1nc(C(=O)N2CCOCC2)c2ccccc2c1=O	-2	0.5	1.6	-1	-1	-0.2	-1.1	-3	-2	-2	-1.5
CCOC(=O)CSc1nnc(Cn2nnc(-c3ccccc3)n2)n1CC	4	1.0	-0.5	0	2	-0.4	-1.0	1	-1	-2	-1.8
COc1ccccc1OCC(=O)Nc1nnc(C2CCCC2)s1	2	-1.4	1.5	0	4	0.1	-0.1	-3	-4	4	-1.2
CCCS(=O)(=O)c1nc(S(=O)(=O)c2ccc(C)cc2)c(N2CC(C)OC(C)C2)s1 (centres undefined)	-1	0.2	0.2	2	-3	-0.2	-1.1	2	-1	1	0.3
CC(Sc1nnc(Cc2ccc3c(c2)OCO3)o1)C(N)=O (centres undefined)	-4	3.7	1.2	2	-1	0.1	-1.5	0	-4	-3	0.7
CCc1ccc(NC(=O)C(C)Oc2nnc(-c3cccs3)c(-c3cccs3)n2)cc1 (centres undefined)	-18	-0.9	-1.2	-14	2	-1.5	-1.2	5	7	-2	-1.4
COc1ccc(CSc2nnc(-c3cccc(C)c3)n2C)cc1	-4	-0.3	.	1	-2	-1.0	-1.2	10	0	0	-3.0
COc1ccc(CCNC(=O)C(=O)NCC2CCCN2S(=O)(=O)c2cc(C)ccc2C)cc1 (centres undefined)	-10	-7.5	-1.1	-4	-1	-7.5	-1.6	1	-4	-3	-3.3
CCC(=O)NC1=C(C#N)C2(CCCC2)Cc2ccccc21	2	-0.7	0.3	2	1	-1.0	-1.0	-1	0	-6	-0.5
COc1ccc(NC2=CC(c3ccc(OC)cc3)N(c3ccc(OC)cc3)C2=O)cc1 (centres undefined)	-61	2.3	-0.2	-60	1	-0.1	-1.4	1	1	-2	-0.2
Cc1ccccc1C(C)NC(=O)COC(=O)Cn1cc(C(F)(F)F)ccc1=O (centres undefined)	6	3.6	0.7	1	-3	-0.6	-1.4	2	-2	0	1.1
COc1cc(/C=N/NC(=O)c2cccc3ccccc23)cc(OC)c1OC	-9	-0.7	2.8	-5	-2	0.0	-0.6	3	0	1	-2.5
Next entries:
SMILES	PLCb3 inh	hgDAF-12 ag	DAX1 inh-1	PLCg1 inh	SMARCA2 act	DAX1 inh-2	ssDAF-12 act	Rev-erbA mod	ADAM17 inh	MBD2 DNA inh	hcDAF-12 act
CC(C)C[C@H](NC(=O)c1nc[nH]c1C(=O)N1CCc2ccccc2C1)C(=O)OC(C)(C)C	6	-1.7	1.9	7	-1	-0.4	-1.1	1	8	-1	-0.3
O=C(O)CCn1cc(/C=C/C(=O)c2ccc(Cl)cc2)c(-c2cccc(Br)c2)n1	-14	-3.4	-1.4	1	-6	-1.6	-1.8	1	-13	7	-2.8
CC(=O)N1CCN(C(=S)c2ccc(-c3ccc(Cl)cc3)o2)CC1	4	0.2	-0.7	5	3	0.0	-0.8	-1	3	0	0.7
Cc1sc(NC(=O)C2CC(=O)N(Cc3ccco3)C2)nc1-c1ccccc1 (centres undefined)	0	0.4	-0.3	0	2	-0.8	-1.3	-7	-2	3	1.2
CCOC(=O)c1ccc(NC(=O)C(C)Sc2nc(O)c(-c3ccccc3)c(=O)[nH]2)cc1 (centres undefined)	3	0.0	1.8	3	-2	0.6	-0.6	-8	-1	4	0.5
COC(=O)c1cc2c(c3c4cc(F)ccc4n(S(=O)(=O)c4ccc(OC)cc4)c13)C(=O)N(Cc1ccccc1OC)C2	-16	1.2	.	-15	-5	-0.1	-0.6	8	-2	-1	-0.9
COc1ccc(CC(=O)OCC(=O)Nc2ccc(F)cc2)cc1	0	-0.6	0.7	-1	-3	0.5	-0.4	-6	0	1	-1.3
CCOc1ccc2nc(NC(=O)NC3CCCCC3)sc2c1	-4	-0.6	-0.2	3	-2	0.2	-0.7	1	-2	0	-0.1
CC(=O)c1cc(CN2CCN(CCC(C)C)C(CCO)C2)cs1 (centres undefined)	-8	-0.9	0.6	1	-1	-0.2	-0.7	-9	-6	1	0.5
CSCc1nnc(NC(=O)c2ccc(S(=O)(=O)N(C)C)cc2)o1	0	1.3	0.8	2	-2	-0.1	-1.7	-1	1	-2	-0.8
O=C(Cc1ccccc1[N+](=O)[O-])NCc1ccco1	-2	1.4	0.2	0	0	0.8	0.7	-2	-1	-3	5.0
CCOc1cc(/C=C2/C(=O)NN(c3cccc(Cl)c3)C2=O)ccc1O	-8	1.8	-0.9	0	-1	-0.6	-1.2	2	-1	-1	4.3
Cc1cc(N/C(=N\S(=O)(=O)c2ccc(F)cc2F)c2ccccc2)no1	0	-2.0	0.8	4	0	-0.1	-1.2	-8	-2	1	-1.6
CCc1cc(C(=O)Cc2ccc(F)cc2)c(O)cc1O	-54	-4.0	-0.7	-32	-6	-1.1	-2.0	5	9	-3	-4.6
COC(=O)COc1cccc2c(=O)n(CC(=O)NCCc3ccc(OC)c(OC)c3)ccc12	3	-0.5	0.8	-2	0	-1.0	-1.2	-5	-8	-3	-0.3
CCc1ccc(CN2CCC(n3nccc3NC(=O)c3ccc4c(c3)OCO4)CC2)cc1	-4	-0.5	-0.6	-2	-1	-1.8	-1.2	-6	-2	-3	-0.8
COc1ccc(NC(=O)CSc2nnnn2C2CCCC2)c(OC)c1	-3	1.3	1.1	0	-2	-0.3	-0.5	3	1	-1	0.4
O=C(CSc1nnc(CNC(=O)c2ccccc2)o1)NCCc1ccccc1	-6	-2.1	0.0	-5	2	0.9	-1.0	-2	0	2	-1.1
COc1ccc(-c2nnc(SC)n2C)cc1	4	-0.6	0.8	3	-3	0.8	-1.4	2	3	1	-0.1
COc1ccccc1/C=C/C(=O)N1CCc2cc(OC)c(OC)cc2C1C (centres undefined)	-7	-0.3	-1.4	-3	-1	-0.7	-1.9	4	-6	-5	-3.8
COc1cc(C2NC(=O)NC(O)(C(F)(F)F)C2C(C)=O)cc(OC)c1OC (centres undefined)	-2	3.0	0.6	-1	1	1.2	-1.2	-4	-1	3	5.2
Cc1ccc(N2CC(C(=O)Nc3ccccc3C(=O)NC3CCCCC3)CC2=O)cc1C (centres undefined)	7	0.6	0.2	3	-2	0.3	-0.9	1	-2	-1	-0.7
CC(=O)Nc1nnc(SCc2ccc(F)cc2)s1	5	5.0	0.4	5	2	2.0	-0.3	-2	-1	2	0.4
CCOc1ccc(CCNC(=O)COC(=O)c2cccc(S(=O)(=O)N3CCOCC3)c2)cc1OCC	-3	-0.4	1.2	0	1	0.9	-1.3	-5	0	-3	1.0
COc1cc(OC)cc(-c2cc3nc(C)c(CCC(=O)NCc4ccccc4)c(C)n3n2)c1	-97	-18	-4.5	-62	-11	-2.6	-3.2	-1	-18	-3	-6.6

Three entries out of the list above, sorted by the value under DAX1 inh-2, descending.
Molecule	PLCb3 inh	DAX1 inh-1	PLCg1 inh	SMARCA2 act	DAX1 inh-2	ssDAF-12 act	Rev-erbA mod	ADAM17 inh	MBD2 DNA inh	hcDAF-12 act
COc1ccc(NC2=CC(c3ccc(OC)cc3)N(c3ccc(OC)cc3)C2=O)cc1 (centres undefined)	-61	-0.2	-60	1	-0.1	-1.4	1	1	-2	-0.2
O=[N+]([O-])c1ccc(OCC(O)CN(CCO)CCO)cc1 (centres undefined)	-2	2.2	2	0	-0.2	-1.8	-6	-4	5	-1.4
CCc1ccc(CN2CCC(n3nccc3NC(=O)c3ccc4c(c3)OCO4)CC2)cc1	-4	-0.6	-2	-1	-1.8	-1.2	-6	-2	-3	-0.8

(cont.)
SMILES	PLCb3 inh	hgDAF-12 ag	DAX1 inh-1	PLCg1 inh	SMARCA2 act	DAX1 inh-2	ssDAF-12 act	Rev-erbA mod	ADAM17 inh	MBD2 DNA inh	hcDAF-12 act
CC(C)N(C(=O)/C=C/c1cccc([N+](=O)[O-])c1)C(C)C	3	-0.8	-0.1	0	1	-0.1	-2.1	2	0	-7	-2.6
S=C(NCc1ccc(Cl)cc1)NC1CCN(Cc2ccccc2)CC1	5	-4.7	-2.1	6	-3	-1.6	-2.5	7	7	-1	-4.7
O=C(NC1CCS(=O)(=O)C1)c1ccccc1Cl (centres undefined)	0	0.5	0.4	-3	-2	0.9	-0.9	1	-3	-3	-1.1
Cc1ccc(N2C(=O)C3CCC(C)(C2=O)C3(C)C)cc1C (centres undefined)	-4	-1.1	-0.2	2	-4	0.6	-1.3	-4	0	-2	-1.9
CCOc1nc(C)ccc1-c1noc(C)n1	3	-0.8	0.1	-4	-1	0.5	-1.1	-2	-5	-4	3.5
CCC(=O)c1ccc(OCC(=O)Nc2ccccc2C(=O)N2CCCCC2)cc1	-11	2.4	-2.0	2	0	-2.2	-0.5	-8	-5	0	1.6
COc1ccccc1NC(=O)CSc1nnc(COc2ccccc2OC)n1C	1	0.2	0.3	-1	0	-0.2	-0.3	0	-2	4	2.4
CCOc1ccc(S(=O)(=O)NCCC(=O)NCc2ccco2)cc1	3	-1.8	0.9	1	3	-0.6	-0.9	1	0	3	-1.4
O=C1N(Cc2cccc(Cl)c2)C[C@@H]2C[C@@H](c3cccc4cccnc34)N3CCC[C@@]123	-4	0.3	1.5	-4	2	-0.5	-1.0	3	2	-4	1.3

Screening results: PubChem, several laboratories
